Bioassay records from PubChem BioAssay.
LYPLA2 inh = LYPLA2 (human) inhibition in PME1 counter-screen; O95372; recombinant LYPLA2, FP-Rh probe fluorescence polarization; actives 0.38% (n = 320,000); inhibition, % at 5.9 µM;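 active means inhibition above the screen-wide mean plus 3 SD, limit set per campaign, cut at about 26% in these data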;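 further: 0% = LYPLA2 with DMSO and 100% = wells lacking LYPLA2 enzyme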
PREPL inhibitor = inhibits the human prolyl oligopeptidase-like enzyme; Q4J6C6; recombinant PREPL, fluorescence polarization activity-based probe; inhibition, % at 5.96 µM; actives 0.68% (n = 320,000); AID 2751; in the data active means inhibition above about 43%;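 further: 0% = enzyme with DMSO and 100% = wells lacking enzyme; many of its hits are not listed in these tables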
Target sequence (Q4J6C6 whole entry, looked up): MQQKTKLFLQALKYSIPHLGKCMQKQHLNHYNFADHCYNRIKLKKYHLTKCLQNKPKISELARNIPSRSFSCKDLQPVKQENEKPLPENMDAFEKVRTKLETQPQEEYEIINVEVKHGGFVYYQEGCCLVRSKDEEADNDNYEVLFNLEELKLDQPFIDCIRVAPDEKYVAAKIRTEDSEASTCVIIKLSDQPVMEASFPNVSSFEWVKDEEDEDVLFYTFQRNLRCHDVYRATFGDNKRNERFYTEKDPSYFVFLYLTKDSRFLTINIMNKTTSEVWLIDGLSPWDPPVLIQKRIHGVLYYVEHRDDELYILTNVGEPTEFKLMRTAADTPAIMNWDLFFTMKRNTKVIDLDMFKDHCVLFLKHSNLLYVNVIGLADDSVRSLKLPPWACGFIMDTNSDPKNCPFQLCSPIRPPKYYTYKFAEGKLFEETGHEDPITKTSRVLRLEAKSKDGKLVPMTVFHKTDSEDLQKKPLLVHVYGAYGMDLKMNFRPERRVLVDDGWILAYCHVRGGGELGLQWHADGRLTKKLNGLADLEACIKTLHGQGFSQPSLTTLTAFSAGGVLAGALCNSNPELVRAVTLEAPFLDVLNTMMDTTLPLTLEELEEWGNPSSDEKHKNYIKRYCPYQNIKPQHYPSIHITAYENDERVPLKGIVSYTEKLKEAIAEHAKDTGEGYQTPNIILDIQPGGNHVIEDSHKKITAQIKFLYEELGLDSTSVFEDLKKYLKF
PP5 primary = PP5 (human) phosphatase inhibition. P53041. AID 1987. actives 0.18% (n = 320,000). purified PP5c, OMFP substrate fluorescence. inhibition, % at 6.7 µM;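 active means inhibition above the campaign's mean inhibition across all tested compounds plus 3 SD, cut at about 9.5% in these data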;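 further: 0% = DMSO only and 100% = 100 µM cantharidin control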
JMJD2C inh = blocks human GASC-1 demethylase activity; inhibition, % at 2.35 µM; AID 2099; GST-JMJD2C(1-420) H3K9me3 demethylation, DELFIA europium; actives 0.069% (n = 330,000);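 active means more than half of a compound's replicate wells show inhibition beyond 50%, single wells judged on their own value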;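 further: signal counts dimethyl H3K9 product captured on neutravidin plate; 0% = median of DMSO wells and 100% = 0.3 times that DMSO median; strong numbers were not always called active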
PP1 inh = blocks human PP1-alpha phosphatase, a PP5 counter-screen | P62136 | purified PP1alpha, OMFP fluorescence | inhibition, % at 6.7 µM | actives 0.9% (n = 320,000) | AID 2235;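 active means inhibition above the mean inhibition of all tested compounds plus 3 SD, computed separately for each screening campaign, cut at about 15% in these data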
Target sequence (P62136 whole entry, looked up): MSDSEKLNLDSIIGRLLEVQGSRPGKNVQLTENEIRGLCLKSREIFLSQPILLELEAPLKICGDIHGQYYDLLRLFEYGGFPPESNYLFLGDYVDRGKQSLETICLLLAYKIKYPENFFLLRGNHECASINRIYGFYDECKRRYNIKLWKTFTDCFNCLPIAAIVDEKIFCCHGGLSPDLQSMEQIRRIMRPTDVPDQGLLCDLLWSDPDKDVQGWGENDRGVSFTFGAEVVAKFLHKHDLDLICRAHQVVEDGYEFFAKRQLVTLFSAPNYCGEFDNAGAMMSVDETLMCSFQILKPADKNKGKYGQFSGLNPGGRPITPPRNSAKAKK
core dimer inh = HCV core protein dimerization inhibition. inhibition, % at 5 µM. TR-FRET GST/Flag-core106 dimerization, 1536-well. AID 1899. actives 0.33% (n = 300,000);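 active means inhibition above the mean of all tested compounds plus 3 SD, set per screening campaign, cut at about 45% in these data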
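test system = GST/Flag-tagged HCV core106 proteins | probe or stimulus = Eu donor and XL665 acceptor anti-tag antibodies | times = compound-protein-antibody incubation 4 h at 22.5 °C | signal = TR-FRET, excitation 340 nm, emission 617 and 671 nm | measure = percent inhibition of core106 dimerization signal | controls = wells lacking GST-core106 and wells with excess unlabelled core106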
TPT1 inhibitor = C. albicans TPT1 enzyme inhibition; recombinant caTPT1, FP RNA substrate dephosphorylation; inhibition, % at 5 µM; actives 0.81% (n = 300,000);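 active means inhibition above the mean of all tested compounds plus 3 SD, set per screening campaign, cut at about 24% in these data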;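 further: plate controls were DMSO alone for no effect and ferristatin control at 100 nM for full effect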
CTSL1 counter = cathepsin L1 inhibition, PFM18AAP counter-screen; recombinant F. hepatica cathepsin L1, Z-Leu-Arg-MCA fluorescence; inhibition, % at 5.96 µM; actives 0.49% (n = 300,000);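 active means inhibition above the mean of all tested compounds plus 3 SD, set per screening campaign, cut at about 17% in these data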;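 further: 0% = plate median of test compound wells and 100% = 1 µM Z-Phe-Ala-diazomethylketone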
Efflux pump inh = antifungal efflux pump inhibition, Nile Red retention. inhibition, % at 10 µM. actives 0.44% (n = 330,000). S. cerevisiae Candida pump triplex;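 active means plate passing quality check with inhibition over a set limit, or well fluorescence over plate mean plus 4 SD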;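 further: Nile Red retained in pooled yeast measured as flow cytometry median fluorescence; 0% = buffer negative control and 100% = Enniatin B positive control; higher means more Nile Red kept so more efflux inhibition; some compounds called inactive have numbers as strong as hits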
Starred values were filed as active, the others as inactive; nt = not tested or not shown; & = joins results of further samples.

SMILES | LYPLA2 inh | PREPL inhibitor | PP5 primary | JMJD2C inh | PP1 inh | core dimer inh | TPT1 inhibitor | CTSL1 counter | Efflux pump inh
COc1ccc(CNC(=O)CN2C(=O)NC(C)(c3cccc4ccccc34)C2=O)cc1OC (configuration not stated) | 5 | -7 | 3.4 | 1 | -1 | 0 | 1 | -3 | 0.1
Cc1cccc(N2CCN(C(=O)c3noc4c3COc3ccc(C)cc3-4)CC2C)c1 (configuration not stated) | -2 | -8 | -2.2 | -1 | 1 | 16 | -4 | 3 | 0.0
O=C(Cn1nc(C(=O)O)c2ccccc2c1=O)Nc1ccc(F)cc1 | 0 | 9 | 1.7 | 7 | -2 | 0 | -1 | -4 | 0.0
CCOc1ccc(N(CC(=O)NCc2ccc(OC)cc2)S(=O)(=O)c2c(C)noc2C)cc1 | 1 | -6 | 2.2 | 5 | -3 | 0 | -4 | 0 | 0.3
COc1ccccc1CNC(=O)CNCCc1ccc(OC)c(OC)c1 | 5 | 0 | -0.2 | -4 | -4 | -2 | 3 | -2 | -0.3
CCCNc1nc2c(c(=O)[nH]c(=O)n2C)n1CCC(C)C | 0 | 11 | 1.1 | 2 | -6 | 4 | 1 | -6 | 0.0
C=CCSC1=C(C#N)C(c2ccccc2Cl)CC(=O)N1 (configuration not stated) | 5 | 12 | 0.4 | 5 | -6 | -3 | -1 | -3 | 0.0
COC(=O)c1ccc(C)c(NC(=O)c2ccc(Cl)c([N+](=O)[O-])c2)c1 | 5 | -1 | -2.5 | 2 | -2 | 6 | -1 | -1 | 0.3
N=c1nc(N)nc2n1NC(c1ccc(F)cc1)=CS2 | 4 | 30 | 1.3 | -7 | 0 | 9 | -2 | 3 | -0.1
CCOC(=O)Cc1nnc(NC(=O)COc2ccc(OC)cc2)s1 | 3 | -12 | -2.8 | 11 | -1 | 4 | -2 | -2 | -0.3
O=C(/C=C/N1CCOCC1)c1ccc(-c2ccccc2)cc1 | -11 | -9 | 0.7 | 11 | -3 | 4 | 1 | 0 | -1.1
CCOCCCNc1ccc(-c2ccccc2)nn1 | 1 | 3 | 1.6 | 17 | -4 | 0 | -8 | -5 | 0.0
O=C(O)/C(=C\c1cccc(C(F)(F)F)c1)c1ccc(S(=O)(=O)N2CCCC2)s1 | -1 | 9 | 2.1 | 1 | -1 | nt | nt | nt | -0.3
O=C(CSc1nc(=O)n2ccccc2n1)NCc1ccc(F)cc1 | 1 | 2 | -0.1 | -4 | 6 | 0 | 7 | 0 | 0.0
FCCCOc1ccc(-c2ccnc3ncnn23)cc1 | -5 | -1 | -1.7 | -3 | -3 | 4 | 2 | 10 | -0.2
CCOc1ccc(N2C(=O)CC(N(Cc3ccco3)C(=O)CC)C2=O)cc1 (configuration not stated) | 0 | 0 | -3.3 | -2 | 0 | -2 | -4 | 2 | -0.1
Cc1cc(NCCc2ccccc2F)n2ncnc2n1 | 1 | -5 | 3.2 | 12 | -1 | -1 | 0 | -4 | 0.0
Cc1cccc(NC(=O)Cn2c(=O)n(C)c3ccccc32)c1 | -6 | 7 | 0.7 | -3 | -1 | -1 | 1 | -1 | 0.0
CCN(CC(=O)Nc1ccc(Cl)c(S(=O)(=O)N(C)C)c1)Cc1nc2ccccc2c(=O)[nH]1 | -12 | -4 | 0.6 | -8 | 1 | 2 | 2 | -4 | 0.4
O=c1[nH]cc(N=Cc2cc(Cl)cc(Cl)c2O)c(=O)[nH]1 | 6 | 8 | -0.9 | 66* | -2 | 8 | -2 | -2 | 0.1
CCCc1nn2c(N)c(/C=C3\C=Nc4ccccc43)c(=O)nc2s1 | -9&6 | 17&12 | 3.5&-2.8 | -14&7 | 8&7 | -17&0 | 14&2 | -1&0 | 0.6&0.0
CCc1nnc(NC(=O)C2Cc3ccccc3CN2S(=O)(=O)c2cccs2)s1 (configuration not stated) | -3 | -4 | -3.3 | 2 | -1 | 59* | 0 | 9 | 0.1
NC(=O)CSc1nnc(CNc2ccc(F)cc2)n1CC1CCCO1 (configuration not stated) | 4 | 14 | 2.2 | -10 | -3 | 4 | 1 | -2 | 0.4
O=C(O)CCc1nc2cccnc2n1Cc1ccccc1 | 5 | 9 | 0.1 | 8 | -1 | -2 | -1 | -2 | -0.1
Cc1ccc(-n2ncc3c(NCc4cccnc4)ncnc32)cc1C | 1 | 1 | 5.0 | 8 | -8 | 4 | 3 | -2 | 0.1
COc1ccc([C@H]2CC(=O)C=C(c3ccc(F)cc3OCc3ccccc3)C2)cc1OC | 27* | 8 | 4.9 | -2 | 1 | nt | nt | nt | 0.0
CC12CC(NC(=O)N1c1cccc(C(=O)N3CCN(c4ccccc4F)CC3)c1)c1ccccc1O2 (configuration not stated) | 1 | 24 | 0.6 | 15 | 2 | 13 | -6 | 1 | 0.0
C=CCn1ccc(=NC=C(C#N)C#N)c2ccccc21 | 0 | 8 | -1.2 | 4 | -4 | 0 | 31* | 9 | 0.2
CCc1nc(NCCCCCO)c2nnn(Cc3ccccc3F)c2n1 | 5 | 4 | 3.5 | 1 | -1 | 4 | -4 | -1 | 0.1
CCOC(=O)C1(Cc2ccc(Cl)cc2)CCN(Cc2nccn2CC)CC1 | -4 | -31 | 2.6 | 2 | -12 | 7 | -1 | 4 | 0.0
CC(CC(=O)N1CCN(c2ccccc2F)CC1)c1ccccc1 (configuration not stated) | 4 | 4 | 0.2 | -5 | -6 | -2 | 3 | 0 | 0.1
Cc1cc(C(=O)N/N=C2\CC(=O)c3ccccc32)c(C)n1-c1ccccc1 | 3 | 15 | 0.2 | -25 | 2 | 10 | 0 | 5 | 0.1
COCCn1c(C)cc(C2=NNC(=Nc3ccccc3F)SC2)c1C | -1 | 5 | 0.7 | 7 | 12 | 19 | 0 | 1 | 0.0
CNC(=S)NCc1ccc2[nH]c(C)cc2c1 | -8 | 12 | -0.3 | -8 | 1 | -3 | 2 | -5 | 0.3
COc1ccc(CNC(=O)c2ccccc2[N+](=O)[O-])cc1 | -2 | 1 | -0.6 | -5 | 1 | 5 | 4 | 2 | -0.3
Cc1cc(/C=N/O)c(C)n1-c1ccc(Br)cc1 | 4 | 15 | 3.2 | -9 | -2 | 12 | 4 | -1 | 0.1
COc1cccc(NC(=O)CS(=O)(=O)c2cccc3nsnc23)c1 | -6 | 4 | -0.2 | -17 | 3 | -11 | 3 | -3 | -0.1
CC(=O)c1cccc(NC(=O)N2C3CCCC2CC(NC(=O)C2CC2)C3)c1 (configuration not stated) | 6 | 3 | 2.5 | 2 | 0 | -7 | -4 | -1 | 0.5
COc1cc(NC(=S)Nc2cccc(C)n2)cc(OC)c1OC | 5 | 3 | 0.6 | 3 | -3 | 7 | 0 | 6 | -0.1
COc1ccc(Cl)cc1N(CC(=O)NC1CC1)S(=O)(=O)c1ccc(C)c([N+](=O)[O-])c1 | 0 | 9 | -1.5 | -1 | -2 | -1 | -3 | -2 | -0.2
Cc1ccc(NC(=O)CN(C)C(=O)Cc2ccc(Cl)cc2Cl)cc1 | 8 | 2 | 0.4 | 5 | 0 | -3 | -4 | 3 | -0.4
N#Cc1cccc(NC(=O)COC(=O)c2ccc3c(=O)n4c(nc3c2)CCC4)c1 | 6 | 8 | 0.8 | -9 | 0 | 4 | -2 | -3 | -0.1
CCCC(=O)Nc1nnc(SCC(=O)N2CCCCC2)s1 | -7 | -1 | 1.8 | 4 | 2 | -4 | -3 | -4 | 0.0
O=C(COc1ccc(/C=C2/NC(=O)NC2=O)cc1)Nc1ccc(F)cc1 | -12 | 15 | -1.3 | -5 | 3 | -10 | 2 | 1 | 0.0
COc1cc(C(=O)NCc2nnc(SCC(=O)NCCc3ccccc3)o2)cc(OC)c1OC | 4 | 14 | 0.1 | -6 | -1 | -10 | 1 | -2 | -0.1
Cc1ccccc1-c1nnn(Cc2ccc(F)cc2Cl)n1 | 4 | 0 | 0.8 | -7 | 0 | 7 | 5 | -5 | -0.1
C#CCN1C(=O)S/C(=C/c2cc(C)n(CC)c2C)C1=O | -1 | 12 | 4.3 | -4 | 5 | -7 | -2 | 0 | 1.0
CN(CCNC(=O)Cn1c(=O)sc2ccccc21)Cc1ccccc1 | 1 | -15 | -1.1 | -5 | -7 | -3 | -3 | -5 | 0.1
COc1ccc(C)c2sc(N(CCCN(C)C)C(=O)c3ccc(S(=O)(=O)N4CCc5ccccc5C4)cc3)nc12 | -2 | 17 | 1.8 | -3 | 5 | -2 | 2 | 2 | 0.0
Cc1ccc(N2C(=O)C3CC(c4ccccc4)=C4C5C=CC(C6C(=O)N(c7ccc(C)cc7C)C(=O)C56)C4C3C2=O)c(C)c1 (configuration not stated) | -6 | 14 | 3.7 | -4 | 9 | 52* | 0 | 3 | 0.2
Cc1nc([N+](=O)[O-])cn1CC(=O)Nc1ccc([N+](=O)[O-])cc1 | 33* | 14 | 0.4 | 5 | -5 | -8 | -1 | 3 | -0.1
COc1ccc(OC)c(NC(=O)c2ccc(-n3cccn3)nc2)c1 | -2 | 10 | 1.3 | -4 | 1 | -5 | -1 | -3 | -0.1
Cc1ccc(C(C)C)c(OCC(=O)N/N=C/C2CCCCC2)c1 | 4 | 24 | -2.0 | 2 | -1 | 0 | -2 | 3 | 0.0
Cc1ccc(S(=O)(=O)/N=C(/Nc2c(C)n(C)n(-c3ccccc3)c2=O)c2ccc(Cl)cc2)cc1 | 9 | -5 | 0.9 | 0 | -3 | -3 | 0 | -3 | -0.1
NC(=Nc1ccccc1)Nc1ccccc1 | 0 | -4 | 1.5 | 7 | 1 | 8 | 0 | -4 | 0.0
CC(=O)NC1(C(F)(F)F)N=C2SCCN2C1=O (configuration not stated) | -6 | 0 | -0.6 | 0 | -2 | 2 | -1 | -3 | -0.1
CCC1Oc2ccccc2N(CC(=O)Nc2ccccc2OC)C1=O (configuration not stated) | 5 | 7 | 2.0 | 3 | -1 | 0 | -2 | 1 | -0.1
Cc1ccccc1-n1nc2c(c1NC(=O)c1cc3ccccc3oc1=O)CS(=O)C2 (configuration not stated) | 1 | 0 | 0.1 | 7 | -6 | 7 | 0 | 4 | 0.1
CC1(C)Cc2c(C#N)c(SCC(=O)c3ccccc3)nc(N3CCOCC3)c2CO1 | 5 | -1 | 2.3 | -1 | 0 | 16 | -6 | -2 | 0.0
CC(=O)N1CCc2c(sc(NC(=O)C3COc4ccccc4O3)c2C(N)=O)C1 (configuration not stated) | -4 | 2 | -0.8 | 22 | -1 | -3 | 3 | 2 | 0.1
CCN(CC)CCN(Cc1cc2cc3c(cc2[nH]c1=O)OCO3)C(=S)NCCCOC | -6 | -5 | 12* | -9 | 1 | 1 | 1 | 0 | 0.2
O=C(CCCNC(=O)/C(=C/c1ccc(Br)cc1)NC(=O)c1ccccc1)OCc1ccccc1 | -4 | -7 | 4.3 | 14 | 4 | 26 | -1 | 1 | 0.0

A portion of the results above, as a working copy:
SMILES | LYPLA2 inh | PREPL inhibitor | PP5 primary | JMJD2C inh | PP1 inh | core dimer inh | TPT1 inhibitor | CTSL1 counter | Efflux pump inh
Cc1ccc(NC(=O)CN(C)C(=O)Cc2ccc(Cl)cc2Cl)cc1 | 8 | 2 | 0.4 | 5 | 0 | -3 | -4 | 3 | -0.4
N#Cc1cccc(NC(=O)COC(=O)c2ccc3c(=O)n4c(nc3c2)CCC4)c1 | 6 | 8 | 0.8 | -9 | 0 | 4 | -2 | -3 | -0.1

Only part of the results is shown; count on the stated rates, not on these rows.
